IL2 activator: IL-2 activation | activation, % (series mostly up to about 46 µM) | AID 652025 | IL-2 activation reporter assay, cell-based qHTS; stimulated with anti-CD3/CD4/CD28 beads; in transgenic mouse T cells | 360,000 tested, 0.065% active; in the data active = activation above about 50%; inconclusive = mostly about 30% to 49%; note: 0% is about no effect
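Readout: EGFP and DsRed signals by fluorescent plate cytometry. Unstimulated transgenic mouse T cells received compound 60 min before antibody-bead stimulation, then incubated 18 h at 37 degrees C.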
aSyn yeast inh: alpha-synuclein toxicity inhibition in yeast; 370,000 tested, 0.14% active; Potency, µM (titrated, usually from 46.1 µM), for the others: at the top dose growth rescue (activation), hits mostly activators; Yeast expressing alpha-synuclein, growth rescue, BacTiter-Glo, 24 h; note: potency is the fitted concentration of half-maximal effect; % of control where 0% means no effect; nearly all actives have a fitted effect of over 65% in size
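Rescue of yeast growth: cells expressing toxic alpha-synuclein, induced in galactose at OD600 0.02, incubated with compound 24 h at 30 C. ATP luminescence quantified growth; inhibitors of toxicity appear as activators.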
EPAC1 ag: EPAC1 (human) agonism; EPAC1 agonist qHTS, biochemical assay; response scale: 100% = response to 6.5 mM cAMP; Potency, µM (series often up to 154 µM), for the others: at the highest dose activation, usual class: activators; 360,000 tested, 0.073% active; AID 720707; note: potency is the fitted concentration of half-maximal effect; nearly all actives have a fitted effect of over 60% in size
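Nucleotide exchange by EPAC1 (100 nM) on Rap1B–BODIPY-GDP (250 nM) in the presence of 50 uM GDP is tracked fluorescently at 480/540 nm over 30 min. Signals are normalized to a 6.5 mM cAMP control.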
PI5P4Ka inh: inhibitors of human PI5P4K alpha | P48426 | max response, % | 330,000 tested, 1.2% active | AID 652105 | PI5P4Kalpha enzyme, ADP-Glo luminescence, 60 min; active compounds read low; active = max response of -50% or lower; inconclusive = between -30% and -50%; inactive = -30% or higher; note: value at the top dose of about 77 µM; % is set by controls: 0 for no effect and ±100 for the full control effect
Target sequence (P48426 whole entry, looked up): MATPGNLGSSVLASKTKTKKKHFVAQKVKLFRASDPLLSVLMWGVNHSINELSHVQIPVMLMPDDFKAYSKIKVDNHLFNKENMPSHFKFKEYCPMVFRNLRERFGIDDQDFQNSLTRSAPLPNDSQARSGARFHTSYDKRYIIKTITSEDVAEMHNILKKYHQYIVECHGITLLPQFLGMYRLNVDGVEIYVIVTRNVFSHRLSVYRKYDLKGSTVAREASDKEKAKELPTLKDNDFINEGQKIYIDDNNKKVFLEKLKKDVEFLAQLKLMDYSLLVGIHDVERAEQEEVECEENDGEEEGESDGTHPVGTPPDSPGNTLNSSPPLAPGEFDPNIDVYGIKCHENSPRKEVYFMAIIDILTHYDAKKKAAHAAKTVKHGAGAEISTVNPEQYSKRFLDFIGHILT
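ADP-Glo luminescence end-point after a 60 min room-temperature kinase reaction. PI5P4Kalpha and substrate in HEPES pH 7.4 buffer with EGTA, 0.1% CHAPS and 5% DMSO; ATP at 5 microM final.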
FUS yeast rescue: suppressors of FUS proteinopathy in yeast; S. cerevisiae FUS-expressing, growth rescue, OD600, 24 h; Potency, µM (top dose mostly 76.6 µM), inactives show at the top dose growth rescue (activation), actives largely listed as activators; 390,000 tested, 0.24% active;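 note: potency is the fitted concentration of half-maximal effect; plate controls were DMSO vehicle for no effect and reference control for full effect; nearly all actives have a fitted effect of over 55% in size; some results filed as inactive show a strong effect at the top dose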
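FUS-expressing yeast, raffinose-pregrown, induced in 2% galactose minimal medium at OD 0.005; compounds in a dilution series, 24hr at 30C. Growth restoration read as absorbance at 600 nm. CP55940 positive control, DMSO negative.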
Abeta rescue: compounds reversing amyloid beta toxicity in yeast; yeast expressing A-beta42, growth rescue, OD600, 48 h; response scale: 0% DMSO, 100% iron-clioquinol control; Potency, µM (top dose mostly 46.1 µM), inactives show top-dose growth rescue, most hits filed as activators; 410,000 tested, 0.063% active; AID 1347071; note: potency is the fitted concentration of half-maximal effect; nearly all actives have a fitted effect of over 55% in size
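Yeast A-beta toxicity model in growth medium with pinned compounds, 48 h at 30 C; growth read as absorbance at 600 nm. Normalized to FeCl3/clioquinol equimolar mix (positive) and DMSO (negative).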
EPAC1 antagonist: blocks human EPAC1 exchange factor. O95398. 360,000 tested, 0.14% active. Potency, µM (series often up to 115 µM), without a hit: at the highest dose activity change, negative = inhibition, usual class: inhibitors. EPAC1 GEF assay, Rap1b-BODIPY-GDP exchange fluorescence. AID 720709;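 note: potency is the fitted concentration of half-maximal effect; plate controls were vehicle for no effect and positive control for full effect; nearly all actives have a fitted effect of over 50% in size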
PLK1 PBD inh: inhibitors of human PLK1 polo-box domain binding. P53350. Plk1 PBD binding of FITC phosphopeptide, fluorescence polarization. Potency, µM, inactives show max response, negative = inhibition, hits mostly inhibitors. 360,000 tested, 2.8% active. AID 720504; note: potency is the fitted concentration of half-maximal effect; series mostly up to about 57 µM; % is set by controls: 0 for no effect and ±100 for the full control effect; nearly all actives have a fitted effect of over 65% in size
Target sequence (P53350 whole entry, looked up, the tested form may be a part): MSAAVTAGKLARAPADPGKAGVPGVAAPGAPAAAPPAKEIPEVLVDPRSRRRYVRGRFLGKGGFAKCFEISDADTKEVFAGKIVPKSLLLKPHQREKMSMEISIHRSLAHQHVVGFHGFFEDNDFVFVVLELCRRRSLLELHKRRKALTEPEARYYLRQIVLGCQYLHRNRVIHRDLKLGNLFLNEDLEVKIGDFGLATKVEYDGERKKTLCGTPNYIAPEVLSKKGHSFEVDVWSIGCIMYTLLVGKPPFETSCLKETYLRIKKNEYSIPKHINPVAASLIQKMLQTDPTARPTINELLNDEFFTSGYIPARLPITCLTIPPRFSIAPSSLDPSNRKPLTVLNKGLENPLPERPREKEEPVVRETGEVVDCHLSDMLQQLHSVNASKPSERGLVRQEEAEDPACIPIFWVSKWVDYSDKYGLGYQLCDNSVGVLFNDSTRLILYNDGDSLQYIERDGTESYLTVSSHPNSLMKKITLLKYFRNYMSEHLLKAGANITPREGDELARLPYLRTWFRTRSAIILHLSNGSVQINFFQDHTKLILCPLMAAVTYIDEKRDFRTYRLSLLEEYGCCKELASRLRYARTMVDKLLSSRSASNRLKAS
WRN helicase inh: blocks human WRN helicase | Q14191 | WRN helicase unwinding, fluorescent forked duplex, kinetic | Potency, µM (titrated, usually from 114 µM), for inactives: at the highest dose activity change, negative = inhibition, usual class: inhibitors | 360,000 tested, 0.46% active; note: potency is the fitted concentration of half-maximal effect; % is set by controls: 0 for no effect and ±100 for the full control effect; nearly all actives have a fitted effect of over 55% in size
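Screening of the MLSMR collection measured strand separation of a quenched forked DNA duplex (100 nM) by 20 nM WRN with 2 mM ATP, all final. Compounds were preincubated with enzyme 15 min at room temperature.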
Numbers without * were called inactive; u = inconclusive; x = not tested or not shown; [ ] = remark or other dose. Unless noted, calls come from the whole dose curve; as a rule, active = well fitted curve in the direction sought with a large enough effect; inconclusive = small, poorly fitted or top-dose-only effect, or another doubt; inactive = no such curve, though single readings can be large; an effect the other way counts as inactive or inconclusive.

SMILES	IL2 activator	aSyn yeast inh	EPAC1 ag	PI5P4Ka inh	FUS yeast rescue	Abeta rescue	EPAC1 antagonist	PLK1 PBD inh	WRN helicase inh
C[C@@H]1CN([C@H](C)CO)C(=O)c2c(c3ccccc3n2C)-c2ccccc2CO[C@H]1CN(C)C(=O)NC1CCCCC1	-2.6	5.1%	7.7%	-5.3	40.9%	-4.1%	7.3%	-12.5%	8.8%
COc1ccc(NC(=O)C(=O)NCCN2CCN(C(=O)c3ccc(C)cc3)CC2)cc1	0.8	0.6%	1.6%	-7.5	8.2%	2.3%	-7.1%	-0.3%	-1.4%
Cc1ccc(Cn2cc(CN3CC(N4CCSCC4)CS3(=O)=O)nn2)cc1 (stereo unspecified)	-0.6	0.0%	1.0%	1.1	-4.4%	-4.1%	-12.4%	4.5%	3.9%
O=C(Cn1cnc([N+](=O)[O-])c1)Nc1ccc(Cl)cc1Cl	-0.4	-4.8%	0.9%	-3.3	-6.2%	-1.0%	0.8%	u	2.8%
O=C(Nc1ccccc1C(=O)OCC(=O)c1c[nH]c2ccccc12)c1ccco1	-2.5	4.2%	9.0%	5.4	8.6%	7.3%	-10.9%	0.0%	-17.8%
CC1CCCN(CCCNC(=O)c2ccc(CS(=O)(=O)Cc3cccc(Cl)c3)o2)C1 (stereo unspecified)	-0.7	-6.1%	14.7%	-0.2	1.4%	6.4%	0.9%	-10.8%	4.7%
COc1cc(OC)c(C(=O)OCC(=O)NCC2CCCCC2)cc1OC	-0.7	-0.8%	4.7%	0.0	15.5%	u	3.6%	-7.3%	0.9%
Cc1cccc2cc(CN(CCCO)C(=O)Nc3cccc(Cl)c3)c(=O)[nH]c12	-0.4	9.7%	5.6%	4.2	31.8%	22.3%	-13.8%	0.9%	-4.6%
COC(=O)c1cc(C#N)c(Oc2ccccc2OC)nc1C	-3.1	-0.5%	3.3%	8.5	u	2.0%[9.22 µM]	-2.9%	-0.2%	-12.3%
C=CCC[C@@H](CCCCC)OC(=O)/C=C/[C@@H](O)[C@H](O)C[C@@H](O)CC=C	0.1	2.0%	-20.6%	25.3	u	3.0%	-19.4%	-7.1%	-2.6%
O=c1cc(O)c(-c2cccc(C(F)(F)F)c2)c(Cl)[nH]1	-2.6	-9.9%	7.1%	-21.0	-27.9%	-10.7%	-0.6%	-12.8%	-3.8%
NC(=O)c1oc2ccccc2c1NC(=O)C1COc2ccccc2O1 (stereo unspecified)	0.7	-1.7%	-1.7%	-2.3	9.4%	21.7%	-0.6%	-7.3%	2.1%
CSc1ccccc1NC(=O)CSc1nnc(COc2ccccc2)o1	1.0	16.4%	1.7%	-3.0	10.9%	-0.6%	-9.5%	-0.8%	3.3%
CCCCn1c(N)c(N(CCOC)C(=O)COC(=O)COc2cc(C)ccc2Cl)c(=O)[nH]c1=O	1.6	-0.1%	-3.8%	0.8	12.1%	0.1%	12.1%	-2.8%	4.1%
COCn1ccnc1C(O)(c1ccc(OC)cc1)c1ccc(OC)cc1	0.3	-3.9%	5.9%	-3.1	x	26.6%	1.8%	-27.9%	-13.6%
COc1ccc(OC)c(-c2csc(N(C)C(=O)Cc3ccccc3)n2)c1	0.7	0.4%	13.2%	22.8	18.0%	-5.0%	-1.4%	-13.0%	1.7%
CC(C)(C)c1ccc(OC(=O)Cn2c(C(F)(F)F)nc3ccccc32)cc1	-2.5	7.4%	-14.3%	-0.4	-18.0%	0.3%	-10.1%	u	-0.4%
CC(C)(C)OC(=O)C[C@@H]1C/C=C\C[C@H](CC(=O)NCCO)C(=O)N2CCC[C@H]2COC1=O	0.1	7.3%	-3.5%	-18.4	11.2%	-7.6%	2.4%	-9.1%	4.1%
CC(=Nc1ccc(C)cc1C)c1sc2ccccc2c1O	-1.7	-10.9%	29.0%	1.4	-25.8%	-8.3%	28.3%	-12.6%	0.5%
CCN(CC)S(=O)(=O)c1cc(NC(=O)CO/N=C(\N)c2ccccc2Cl)ccc1C	0.5	2.9%	8.1%	0.1	8.3%	5.5%	-7.6%	-0.7%	-10.5%
COc1ccc(CNC(=O)CCNS(=O)(=O)c2ccc(C)cc2)cc1	-1.1	-7.9%	0.5%	-0.8	1.8%	-4.5%	2.5%	-2.2%	-4.6%
CC(Sc1nnc(-c2ccco2)n1N)C(=O)NC1CCCCC1C (stereo unspecified)	0.7	-0.1%	-1.4%	8.0	-18.3%	-5.4%	-24.4%	-4.0%	-4.4%
C#CCOCCOCCOCCNc1nc(N2CCN(C(=O)CCCCCCCCCCNC(=O)[C@H](CCCCN)n3cc(C[C@@H](C)CC)nn3)CC2)nc(N2CCN(C(=O)CCCCCCCCCCNC(=O)[C@H](CCCCN)n3cc(C[C@@H](C)CC)nn3)CC2)n1	-0.8	-75.1%[inhibitor]	6.5%	-51.7*	u	-31.2%[inhibitor]	u	-1.0%	50.1µM*
CC(=C/c1ccccc1)/C=N/NC(=O)c1nnn(-c2nonc2N)c1CN1CCC(C)CC1	0.1	0.5%	-1.0%	-4.7	23.6%	-6.9%	16.1%	-10.0%	9.9%
O=C(O)CSC(=S)N1CCCCC1	-2.3	-0.4%	7.2%	-9.9	-8.5%	4.4%	-13.3%	u	u

Single values from above:
COc1cc(OC)c(C(=O)OCC(=O)NCC2CCCCC2)cc1OC | IL2 activator = -0.7
CCCCn1c(N)c(N(CCOC)C(=O)COC(=O)COc2cc(C)ccc2Cl)c(=O)[nH]c1=O | aSyn yeast inh = -0.1%

Other compounds:
SMILES	IL2 activator	aSyn yeast inh	EPAC1 ag	PI5P4Ka inh	FUS yeast rescue	Abeta rescue	EPAC1 antagonist	PLK1 PBD inh	WRN helicase inh
CC1CCCCC1NC(=S)Nc1ccc(SC(F)F)cc1 (stereo unspecified)	-0.7	-29.0%	5.7%	10.0	-3.3%	u	-18.2%	-1.1%	-10.8%
CCc1nc(SCC(=O)NCc2ccco2)c2c(=O)n(C)c(=O)n(C)c2n1	-2.0	5.9%	0.0%	4.6	-6.0%	-5.9%	-25.4%	-18.7%	-10.4%
CS(=O)(=O)N(CC(=O)Nc1ccc(Br)cc1)C1CCCCC1	0.0	6.0%	-3.8%	4.0	14.3%	9.2%	-17.1%	-10.0%	-6.7%
Cc1ccc(NC(=O)NCc2cccnc2)cc1Cl	-1.7	-18.2%	-5.7%	2.0	18.2%	2.7%	12.4%	-6.5%	9.6%
CCOC(=O)c1ccccc1NC(=O)C1CCN(c2ncnc3sc(C)c(C)c23)CC1	0.6	1.6%	10.3%	13.8	-4.1%	6.3%	-14.6%	-4.5%	-2.1%
O=C(Nc1ccccc1)C1CCOC1=O (stereo unspecified)	0.0	2.4%	1.6%	2.9	-24.5%	-4.9%	-6.7%	-1.5%	6.0%
CCOC(=O)C1=CC[C@@H](c2cc(OC)c(OC)c(OC)c2)N(S(=O)(=O)c2ccc(C)cc2)[C@H]1C(=O)OCC	0.6	-2.4%	-6.5%	-0.4	8.5%	-2.1%	-4.0%	-2.7%	2.1%
Cc1onc(-c2c(Cl)cccc2Cl)c1C(=O)Nc1ccc2c(c1)OCO2	-2.5	22.0%	8.0%	x	3.2%	1.4%	-0.3%	3.8%	-6.4%
O=C(Nc1nc2ccc(Cl)cc2s1)c1cccc(N2C(=O)CCC2=O)c1	-4.2	-2.1%	-4.1%	-18.1	-4.2%	5.0%	-22.0%	-15.2%	2.5%
COc1ccc(-c2noc(CN3CCN(c4ccccc4)CC3)n2)cc1	-1.0	u	5.7%	1.6	24.5%	8.2%	-19.4%	-5.8%	-2.5%
CC(OC(=O)c1cccc(-n2cnnn2)c1)C(=O)Nc1ccc(F)cc1 (stereo unspecified)	0.1	0.7%	15.9%	4.1	6.8%	-5.1%	-17.4%	-6.1%	5.5%
COC(=O)NC(=S)N1CCOCC1	-1.1	-4.0%	8.5%	-0.9	1.7%	5.5%	-5.1%	-4.1%	-1.7%
O=C(Nc1ccccc1C(=O)N1CCCC1)c1ccc(Cl)c([N+](=O)[O-])c1	-4.4	6.4%	-4.2%	4.3	3.8%	-2.6%	4.8%	2.1%	3.6%[57.1 µM]
CC(CNCCCn1ccc(NC(=O)OCc2ccccc2)nc1=O)c1ccccc1 (stereo unspecified)	0.0	-4.1%	-5.1%	-9.0	-15.8%	-6.7%	-9.9%	-7.0%	-3.4%
CCCc1nc(SCC(=O)N2CCCC2)c2c(=O)n(C)c(=O)n(C)c2n1	-0.9	2.9%	-5.6%	10.4	29.8%	-1.6%	-4.6%	-1.8%	2.9%
COc1ccc(-c2sc3ccc(N4CCOCC4)cc3c2C#CC(C)(C)O)cc1	-0.6	-10.7%	-0.7%	32.1	21.6%	-10.9%	1.0%	1.6%	2.8%
CCn1c(SCC(=O)Nc2cc(S(=O)(=O)N3CCOCC3)ccc2OC)nnc1-c1ccncc1	-0.2	3.4%	6.5%	-9.7	12.0%	0.1%	-0.4%	-9.5%	-9.8%

Just IL2 activator, EPAC1 ag and PLK1 PBD inh, for six of the compounds above:
mol	IL2 activator	EPAC1 ag	PLK1 PBD inh
O=C(Nc1ccccc1)C1CCOC1=O (stereo unspecified)	0.0	1.6%	-1.5%
CCOC(=O)C1=CC[C@@H](c2cc(OC)c(OC)c(OC)c2)N(S(=O)(=O)c2ccc(C)cc2)[C@H]1C(=O)OCC	0.6	-6.5%	-2.7%
Cc1onc(-c2c(Cl)cccc2Cl)c1C(=O)Nc1ccc2c(c1)OCO2	-2.5	8.0%	3.8%
O=C(Nc1nc2ccc(Cl)cc2s1)c1cccc(N2C(=O)CCC2=O)c1	-4.2	-4.1%	-15.2%
COc1ccc(-c2noc(CN3CCN(c4ccccc4)CC3)n2)cc1	-1.0	5.7%	-5.8%
CC(OC(=O)c1cccc(-n2cnnn2)c1)C(=O)Nc1ccc(F)cc1 (stereo unspecified)	0.1	15.9%	-6.1%

Hits appear at their usual frequency; about 4.1% have a hit in one of these screens.
